tim23-1 inh – inhibits growth of tim23-1 mutant yeast; actives 1.3% (n = 330,000); inhibition, % at 20 µM; AID 463212; S. cerevisiae tim23-1 growth, BacTiter-Glo luminescence, 24 h;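 active = growth inhibition of the mutant yeast at or above 50%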;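 also: temperature-sensitive mutant grown at 25 °C; plate controls were DMSO-treated mutant yeast for no effect and medium wells lacking yeast for full effect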
CHOP UPR activ – apoptotic UPR (CHOP) activation. activation, % at 10 µM. actives 0.34% (n = 330,000). AID 449763. CHO-CHOP luciferase reporter, luminescence; percent of tunicamycin response over DMSO baseline;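 active = at 10 µM dose, activation of 40% or more, normalized to positive control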;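 also: 100% = tunicamycin at 10 µg/mL and 0% = DMSO alone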
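measured by = luciferase luminescence | assay system = CHO-CHOP cells, stable luciferase reporter of PERK-eIF2a-CHOP signalling | amount = 500 reporter cells seeded per well | timing = 6 h compound exposure at 37 °C after overnight seeding | controls = positive tunicamycin 10 µg/mL, negative DMSO alone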
APJ agonist – APJ receptor agonism; P35414; CHO-K1 APJ PathHunter beta-arrestin, luminescence; 0% DMSO wells, 100% apelin; activation, % at 20 µM; actives 0.11% (n = 330,000); AID 2520;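 active = activation more than six SD over the plate average, tested at 20 µM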;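 also: 0% = DMSO alone and 100% = apelin-13 at 10 nM; some results filed as inactive read as strong as hits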
Target sequence (P35414 whole entry, looked up): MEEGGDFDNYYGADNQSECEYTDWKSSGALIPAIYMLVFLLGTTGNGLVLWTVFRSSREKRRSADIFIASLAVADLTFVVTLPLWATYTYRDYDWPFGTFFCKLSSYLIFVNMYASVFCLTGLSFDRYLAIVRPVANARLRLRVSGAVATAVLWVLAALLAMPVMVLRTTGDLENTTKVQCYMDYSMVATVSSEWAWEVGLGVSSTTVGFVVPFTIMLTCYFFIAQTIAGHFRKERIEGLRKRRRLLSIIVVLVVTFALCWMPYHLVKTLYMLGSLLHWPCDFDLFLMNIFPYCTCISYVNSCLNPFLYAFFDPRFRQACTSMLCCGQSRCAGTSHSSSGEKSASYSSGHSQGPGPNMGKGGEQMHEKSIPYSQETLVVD
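Assay system: CHO-K1 APJ beta-arrestin complementation cell line / Compound: single test compound dose, 20 µM final, 1% DMSO / Times: overnight seeding, 90 min compound at 25 °C, 1 h detection / Technique: beta-gal luminescence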
XBP1 UPR activ – adaptive UPR (XBP1) activation; CHO-XBP1 luciferase reporter, IRE1-XBP1 UPR activation, luminescence; percent of tunicamycin response, DMSO as zero; activation, % at 20 µM; actives 0.33% (n = 330,000); AID 463104;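 active = versus positive control, 20 µM dose yields 30% or more activation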;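 also: 100% = tunicamycin at 10 µg/mL and 0% = DMSO only wells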
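incubation = overnight seeding at 37 °C, 6 h compound treatment at 37 °C | assay system = CHO-XBP1 cells stably carrying IRE1-XBP1-driven luciferase reporter | input = 1000 cells per well | detection = luciferase luminescence | dosing = single point, 20 µM final compound, 1% DMSO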
697 NFkB inh – inhibitors of the PMA/ionomycin-induced NF-kB reporter in 697 B cells; 697 B-cell NF-kB luciferase reporter, 16 h; inhibition, % at 4 µM; actives 0.33% (n = 330,000); AID 435022; in the data active = inhibition above about 35%
Mdm2-MdmX inh – disrupts the human Mdm2-MdmX interaction | inhibition, % at 8 µM | SaOS-2 split-luciferase Mdm2/MdmX complementation, luminescence | AID 485346 | actives 3% (n = 330,000);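 active = inhibition of at least 50% at 8 µM in the primary screen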
Jurkat NFkB inh – inhibitors of the PMA/ionomycin-induced NF-kB reporter in Jurkat cells. PMA/ionomycin-induced NF-kB luciferase reporter, luminescence. inhibition, % at 4 µM. actives 0.53% (n = 330,000); in the data active = inhibition above about 50%
APJ antag – APJ receptor antagonism | actives 0.32% (n = 330,000) | CHO-K1 APJ beta-arrestin complementation, luminescence | inhibition, % at 20 µM | P35414;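 active = inhibition above about 40% at 20 µM, limit read from the data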;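 also: cells challenged with 10 nM apelin-13 agonist together with compound; plate controls were apelin-13 plus DMSO wells for no effect and DMSO wells lacking apelin-13 for full effect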
Active calls of the source: *. This is a subset (hit frequency here may not be typical).

SMILES	tim23-1 inh	CHOP UPR activ	APJ agonist	XBP1 UPR activ	697 NFkB inh	Mdm2-MdmX inh	Jurkat NFkB inh	APJ antag
CCCn1c(C(=O)c2ccccc2OC)nc2ccccc21	20	-0.2	-5	-2	-17	11	-7	14
Cc1ccc2cc(CNCCc3ccccc3C)c(=O)[nH]c2c1	10	-2.7	-4	-6	-8	-1	-14	4
O=c1[nH]c(=O)n(-c2ccc(Cl)cc2)c(O)c1C=NCCN1CCCCC1	10	1.0	-1	-2	-18	8	-2	-28
COc1ccc(N/N=C/c2c(O)n(-c3ccc(C)c(C)c3)c(=O)[nH]c2=O)cc1	-55	0.0	0	-1	9	-7	18	-10
CN1CCN(Cc2ccc3ccccc3c2)CC1	5	-1.1	4	-4	-23	3	-12	-5
COc1ccc2c(c1O)C13CCN(C)C(C2)C1CCC(=O)C3 (configuration not stated)	10	1.1	2	1	11	6	-2	26
Cc1ccc(C)c(NC2=NCCCS2)c1	1	0.0	-4	-3	24	12	20	4
c1ccc(P(c2ccccn2)c2ccccn2)cc1	-2	-1.1	-4	0	14	-9	4	7
CCOP(=O)(OCC)C1(O)C(=O)Nc2ccccc21 (configuration not stated)	-2	-2.0	-4	0	3	-16	7	3
COc1ccc(-c2cc(-c3ccccc3)[n+](C)c(-c3ccccc3)c2)cc1	18	1.0	0	2	-8	55*	42	-7
Cc1ccc(/C=C2\C(=O)NC(=S)N(c3ccc(F)cc3)C2=O)o1	3	-0.5	1	-3	-2	-7	-6	-8
O=C(Cc1ccccc1)N1CCN(C/C=C/c2ccccc2)CC1	15	-0.5	0	-2	-17	-13	3	-16
Cn1c(O)c(C(=NCCN2CCCCC2)c2ccccc2Cl)c(=O)n(C)c1=O	-8	1.3	-2	3	-15	13	1	-9
Clc1cccc(C2NCCc3[nH]cnc32)c1 (configuration not stated)	-4	0.1	2	-2	18	-10	-8	16
O=c1[nH]c(=O)n(C2CCCCC2)c(O)c1C=NCCCn1ccnc1	-2	-1.0	-2	3	-48	24	-49	-22
COC(=O)C(O)(c1ccc(N(C)C(=O)c2cccs2)cc1)C(F)(F)F (configuration not stated)	10	-2.4	-2	-3	-22	22	1	-12
CC(C)CCOP(N)(=O)Oc1ccccc1Cl (configuration not stated)	-5	1.1	0	-1	23	25	15	10
O=C(O)C1=CC2c3ccccc3C1c1ccccc12	12	2.3	0	-7	-6	18	3	14
Cc1nc2ccc(Br)cc2c(=O)n1-c1ccc([N+](=O)[O-])c(C(F)(F)F)c1	-9	-0.3	-2	-2	6	11	-10	-3
O=c1ccc2cc(O[C@@H]3O[C@@H](CO)[C@H](O)[C@@H](O)[C@@H]3O)c(O)cc2o1	1	2.4	0	-5	1	-37	-1	3
O=C1NC(=O)N(Cc2ccco2)C(=O)/C1=C/c1cccn1CCOc1ccccc1Cl	-3	1.3	0	-1	-7	18	-10	3
COc1cc(CC2(CCc3ccncc3)C(=O)N(C)C(=O)N(C)C2=O)cc(OC)c1OC	7	0.2	2	-2	10	-14	0	7
N#Cc1c(N2CCNCC2)nc(-c2ccco2)c2c1CCCC2	14	-1.8	-4	11	-17	39	-4	-12
COc1ccc(CCn2c(O)c(C=NCCCn3ccnc3)c(=O)[nH]c2=O)cc1OC	0	-1.9	0	-2	9	-18	1	9
Cc1cccc(OP(N)(N)=O)c1C	6	-0.7	2	-1	-4	2	-22	-9
Brc1ccc(CN2CCNCC2)s1	13	-3.0	0	-3	15	14	5	1
COC(=O)Cn1cc(/C=C2\C(=O)NC(=O)N(c3ccccc3)C2=O)c2ccccc21	13	4.5	4	-2	-3	5	2	6
Cc1cc(OCC(=O)N2C[C@H]3C[C@@H](C2)c2cccc(=O)n2C3)c2c(C)c(C)c(=O)oc2c1	8	0.2	-4	-1	-3	20	-4	-5
COc1cc(C(=O)Nc2ccc(Br)cc2C(=O)c2ccccc2)cc(OC)c1OC	-16	0.3	-3	7	12	21	-3	10
COC(=O)C1=Nc2ccccc2/C1=C\c1c(O)n(C)c(=O)n(C)c1=O	27	-0.1	-3	-1	1	16	-5	16
CN(CCc1ccccc1)Cc1ccccc1[N+](=O)[O-]	0	-3.3	-5	-4	-9	19	2	12
Cn1c(O)c(Cc2ccc(OCc3ccccc3)cc2)c(=O)n(C)c1=O	0	-1.5	-2	1	-12	-1	-45	-7
c1ccc2c(CN3CCN(C4CCCCC4)CC3)c[nH]c2c1	15	-1.8	0	0	19	16	-3	-7
Nc1c([N+](=O)[O-])cc(F)c(N2CCNCC2)c1Br	4	0.1	-4	-2	11	15	-3	7
COC(=O)C1=C(c2ccc3ccccc3c2)C[C@@H]2CC[C@H]1N2C(=O)N1CCCCC1	29	2.6	-3	-4	-8	18	7	1
COc1cc(N2CCOCC2)ccc1C=C1C(=O)NC(=O)NC1=O	1	0.5	-4	-1	0	21	7	-5
CC(Cc1ccccc1)NCC(=O)Nc1cc(N(C)C)nc2ccccc12 (configuration not stated)	0	0.8	0	-4	-24	-5	2	-16
Cc1sc2ncn(CC(=O)NCC(=O)N3CCC4(CC3)OCCO4)c(=O)c2c1C	6	-3.4	-6	-3	9	11	4	20
Cc1ccc(S(=O)(=O)Oc2ccccc2C=C2C(=O)N(C)C(=O)N(C)C2=O)cc1	73*	4.9	5	-3	13	9	-4	-20
CN1CCc2nc(SCC(=O)OC(C)(C)C)c(C#N)cc2C1	43	1.6	7	8	-40	-192	-72	13
N#CCCn1cc(C(=O)NCc2ccccc2)c(-c2ccccc2)n1	16	1.1	-4	-1	10	-4	0	14
COC(=O)C1=C(c2ccc(OCc3ccccc3)cc2)C[C@@H]2CC[C@H]1N2C(=O)NCCCc1ccccc1	10	6.7	0	0	4	28	5	-10
CCOP(=O)(OCC)C(NC(=O)c1ccc(C)cc1)=C(Cl)Cl	2	0.5	-1	0	-4	14	-7	13
Fc1ccc(NC2=NCCS2)cc1Cl	1	1.1	-4	1	11	-1	5	14
Cc1ccccc1-n1c(O)c(/C=N/NC(=O)c2ccncc2)c(=O)[nH]c1=O	7	2.5	0	2	14	-8	9	-9
Cc1nc2cc(C(F)(F)F)ccc2n1C1CCN(Cc2nnnn2Cc2ccc3c(c2)OCO3)CC1	6	0.7	-4	1	-24	12	10	-18
O=C(CN1CC=C(c2ccccc2)CC1)NC(=O)NCc1ccco1	10	1.2	-2	0	5	7	12	2
Cc1cc(OCC(=O)NCc2cccnc2)c2c3c(c(=O)oc2c1)CCCC3	7	0.3	0	-3	21	-13	2	11
COC(=O)C1=C(c2cccc(OCc3ccccc3)c2)C[C@@H]2CC[C@H]1N2C(=O)NCCCOC(C)C	23	-2.2	-2	-2	-7	21	1	5
CCCNC(=O)N1C2CCC1CC(O)(c1cccnc1)C2 (configuration not stated)	10	-2.6	2	-1	13	-5	7	0
CCCCCn1c(=O)c(C(=O)Nc2ccccc2C)c(O)c2ccccc21	1	5.4	-2	3	-86	25	-2	-3
NS(=O)(=O)OC(CCc1ccccc1)C(Cl)(Cl)Cl (configuration not stated)	19	-0.8	8	-2	-7	14	-13	5
CCC(C)NC(=O)CN1C(=O)CN=C(c2ccccc2)c2ccccc21 (configuration not stated)	12	-1.1	-2	0	6	7	-1	22
CCOc1ccc(-n2c(O)c(N=Nc3c(C)n(C)n(-c4ccccc4)c3=O)c(=O)[nH]c2=O)cc1	7	2.0	1	1	7	21	24	12
Cc1ccc(C2(O)CC(C)N(C)CC2C)cc1 (configuration not stated)	4	0.6	0	-4	-8	-10	-7	7
O=C(C(=O)N1CCOCC1)c1cn(CCCOc2ccccc2)c2ccccc12	7	2.0	-2	-4	15	14	11	-9
CC1=[N+]([O-])C2(N)CCc3nonc3C2(O)C1 (configuration not stated)	1	1.9	0	-2	12	11	8	6
CCn1c(O)c(C=Nc2ccc(N3CCOCC3)cc2)c(=O)n(CC)c1=S	18	1.3	-1	1	6	30	17	4
O=Cc1c(C(=O)O)n(Cc2ccccc2Cl)c2ccccc12	11	1.3	-3	-2	11	21	9	15
COc1cccc(C(=O)N2C[C@H]3C[C@@H](C2)c2cccc(=O)n2C3)c1	13	-1.7	-2	1	4	-28	-2	14

Brought forward from above: 3 entries, followed by the next part.
SMILES	tim23-1 inh	CHOP UPR activ	APJ agonist	XBP1 UPR activ	697 NFkB inh	Mdm2-MdmX inh	Jurkat NFkB inh	APJ antag
CCn1c(O)c(C=Nc2ccc(N3CCOCC3)cc2)c(=O)n(CC)c1=S	18	1.3	-1	1	6	30	17	4
O=Cc1c(C(=O)O)n(Cc2ccccc2Cl)c2ccccc12	11	1.3	-3	-2	11	21	9	15
COc1cccc(C(=O)N2C[C@H]3C[C@@H](C2)c2cccc(=O)n2C3)c1	13	-1.7	-2	1	4	-28	-2	14
O=C(C(=O)N1CCOCC1)c1cn(Cc2ccccc2Cl)c2ccccc12	20	0.3	-3	1	-15	9	-6	-10
CC(=O)N1N=C2C3CCN(CC3)C2C1c1ccc(C)cc1 (configuration not stated)	0	-0.5	1	-2	3	3	17	-1
CCCC1(CCC)C(=O)NC(=Nc2ccccc2)NC1=O	18	0.7	2	5	9	8	4	-6
O=c1[nH]c(=S)n(-c2ccccc2Cl)c(O)c1C=NCCN1CCNCC1	-13	0.3	-1	-2	14	15	1	2
COC1CCCCC1NCCc1ccccc1 (configuration not stated)	2	1.8	-1	0	23	14	6	1
CC(C)CCn1c(N)c(C(=O)OCC2CCCO2)c2nc3ccccc3nc21 (configuration not stated)	30	0.4	-4	1	10	-4	-11	50*
C#C[C@]1(O)CCC2C3CCC4=C/C(=N/OCC(=O)NC(C)C(=O)NC(CCSC)C(=O)O)CC[C@]4(C)C3CC[C@@]21C (some centres not stated)	4	-0.9	-3	-4	-5	-32	-27	-2
CCCCNC(=S)N1CCn2cccc2C1c1cccnc1 (configuration not stated)	-116	0.2	0	-1	17	0	13	16
CN1CN=C(N[N+](=O)[O-])N(Cc2ccco2)C1	8	0.9	-1	-1	1	-6	11	-17
NCC(O)c1cc(O)c(O)cc1F (configuration not stated)	-26	-0.9	3	-2	-9	-17	12	-5
COc1cc(CN=C(C)c2c(O)n(C)c(=O)n(C)c2=O)cc(OC)c1	18	-0.6	-1	-1	-4	17	0	-4
CCC(CO)(C(=O)OC1CC2CCC(C1)N2C)c1ccccc1 (configuration not stated)	-8	-0.5	-2	-5	19	7	-8	-8
O=c1ccc2cc(OC3O[C@H](CO)[C@@H](O)[C@H](O)[C@H]3O)c(O)cc2o1 (some centres not stated)	-11	0.3	-4	-7	1	16	-7	-4

Some of the entries so far, as labelled records.
smiles: CCCC1(CCC)C(=O)NC(=Nc2ccccc2)NC1=O
- tim23-1 inh = 18
- CHOP UPR activ = 0.7
- APJ agonist = 2
- XBP1 UPR activ = 5
- 697 NFkB inh = 9
- Mdm2-MdmX inh = 8
- Jurkat NFkB inh = 4
- APJ antag = -6
smiles: COC1CCCCC1NCCc1ccccc1 (configuration not stated)
- tim23-1 inh = 2
- CHOP UPR activ = 1.8
- APJ agonist = -1
- XBP1 UPR activ = 0
- 697 NFkB inh = 23
- Mdm2-MdmX inh = 14
- Jurkat NFkB inh = 6
- APJ antag = 1

Source: PubChem
